Source: PubChem
N370S GC: inhibitors or activators of N370S glucocerebrosidase for Gaucher disease; P04062; N370S GC spleen homogenate, 4MU-glucoside fluorescence; Potency, µM (series often up to 59.4 µM), for inactives: at the highest dose activity change, negative = inhibition, most hits filed as inhibitors; 0.092% of 330,000 active;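 note: 0% = full enzyme activity and -100% = no enzyme basal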
GCN5L2 inh: GCN5L2 (KAT2A) acetyltransferase inhibition | Q92830 | GCN5L2 HAT assay, ThioGlo1 CoA-SH fluorescence | Potency, µM (series often up to 58.9 µM), inactives show at the top dose activity change, negative = inhibition, most hits filed as inhibitors | 0.21% of 390,000 active
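Titration-based screen in which CoA formation is detected via maleimide probe ThioGlo1 (50uM) turning fluorescent on thiol reaction; substrates H3(1-25) 75uM and acetyl-CoA 70uM, GCN5L2 20nM, 20 min incubation at room temperature.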
FEN1 inhibitor: blocks human flap endonuclease 1; P39748; Recombinant FEN1 flap cleavage, fluorescence, 15 min; Potency, µM (series often up to 114 µM), inactives show at the highest dose activity change, negative = inhibition, usual class: inhibitors; 0.35% of 390,000 active; AID 588795; note: nearly all actives have a fitted effect of over 65% in size
Target sequence (P39748 whole entry, looked up): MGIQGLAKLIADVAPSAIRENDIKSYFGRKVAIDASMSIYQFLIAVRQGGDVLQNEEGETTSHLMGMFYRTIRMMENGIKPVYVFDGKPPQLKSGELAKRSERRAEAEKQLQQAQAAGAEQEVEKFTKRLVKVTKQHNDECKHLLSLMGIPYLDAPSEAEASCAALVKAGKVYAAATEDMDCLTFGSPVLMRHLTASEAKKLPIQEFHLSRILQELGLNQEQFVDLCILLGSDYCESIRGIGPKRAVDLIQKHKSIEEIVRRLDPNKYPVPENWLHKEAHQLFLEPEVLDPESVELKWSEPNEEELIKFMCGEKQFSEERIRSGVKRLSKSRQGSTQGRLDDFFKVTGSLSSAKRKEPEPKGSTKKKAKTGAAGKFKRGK
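In this screen, 50 nM flap DNA substrate was added to 10 nM FEN1 pretreated with compound for 15 min at room temperature; cleavage was followed with reads at 0 and 15 min, and Hill fitting gave concentration–response parameters.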
Active calls of the source: *; ? = inconclusive; nt = not tested or not shown; & = joins results of further samples; [ ] = dose if it differs, or a comment. Calls come from the whole dose curve; as a rule, active = well fitted curve in the direction sought with a large enough effect; inconclusive = small, poorly fitted or top-dose-only effect, or another doubt; inactive = no such curve, though single readings can be large; an effect the other way counts as inactive or inconclusive. Unless noted, % is set by controls: 0 for no effect and ±100 for the full control effect; potency is the fitted concentration of half-maximal effect.

SMILES | N370S GC | GCN5L2 inh | FEN1 inhibitor
Cc1ccc(NC(=S)Nc2ccc(Cl)c(Cl)c2)c(OC(F)F)c1 | 6% | 1% | ?
O=C(CSc1nnc(-c2ccco2)n1-c1ccccc1)NCc1ccc2c(c1)OCO2 | 3% | -4% | -17%
Cn1c(SCC(=O)NCCc2ccccc2)nnc1-c1ccncc1 | -4% | -8% | 4%
CCOc1cc(/C=N/NC(=O)Nc2ccccc2)ccc1O | 9% | -5% | 12%
CCO[C@H]1OC(C(=O)N2CCN(Cc3ccc4c(c3)OCO4)CC2)=C[C@@H](c2ccc(C(F)(F)F)cc2)[C@@H]1CCCO | ? | -1% | -3%
CC(C)(C)NC(=O)COC(=O)c1cc(Br)ccc1Cl | 10% | 3% | -3%
COCCn1nnnc1C(c1ccccc1OC)N1CCN(c2ccccc2)CC1 (stereo not drawn) | -10% | -5% | 4%
COc1ccc(N/N=C(/N=Nc2nc(C)cc(=O)[nH]2)c2ccccc2)cc1 | -12% | -6% | -1%
CCc1sc2nc(SCC(=O)Nc3cc(C)on3)n(-c3cccc(OC)c3)c(=O)c2c1C | ? | -3% | 5%
C=CCNC(=O)c1ccccc1NC(=O)c1ccccc1 | -1% | -4% | -7%

More entries:
SMILES | N370S GC | GCN5L2 inh | FEN1 inhibitor
O=C(COc1ccccc1)Nc1ccc(S(=O)(=O)N2CCCCCC2)cc1 | 30% | -13% | -24%
O=C(COC(=O)CC1CCCC1)Nc1ccc(OC(F)F)cc1 | -6% | -14% | 8%
O=C(CSC1=Nc2ccccc2C2=NC(CC(=O)NCc3ccco3)C(=O)N12)NCc1ccco1 (stereo not drawn) | -1% | -7% | 11%
Clc1ccc2c(c1)c1cc(Cl)ccc1n2CN1CCOCC1 | -2% | -7% | -23%
O=C(COC(=O)Cc1c(Cl)cccc1Cl)NCC1CCCO1 (stereo not drawn) | -1% | -6% | 1%
CNc1ccc(-c2nc(-c3ccco3)no2)cc1[N+](=O)[O-] | nt | -3% | -8%
CCOC(=O)c1c(NC(=O)Cn2nc(C(=O)O)c3ccccc3c2=O)sc(C)c1C | 7% | -5% | -5%
COc1cc(C2C(C(C)=O)=C(O)C(=O)N2c2ccc(Br)cn2)ccc1O (stereo not drawn) | nt | -4% | -11%
O=c1[nH]cnc2cc(-c3ccccc3)sc12 | -15% | -5% | -4%
CCCc1nc2oc3c(NCCCN(C)C)ncnc3c2c2c1CCCC2 | -15% | 3% | -33%

Other entries:
SMILES | N370S GC | GCN5L2 inh | FEN1 inhibitor
CCN(CC)S(=O)(=O)c1cccc(NC(=S)NC(=O)/C=C/c2ccc(S(=O)(=O)N3CCOCC3)cc2)c1 | -11% | 0% | -2%
COc1cc([N+](=O)[O-])ccc1NC(=O)COC(=O)c1n[nH]c2ccccc12 | -2% | -2% | -23%
CCOc1ccc(C(CC(=O)O)NC(=O)c2cccs2)cc1OC (stereo not drawn) | 4% | -2% | 1%
COc1cnc(SC)nc1Nc1ccc(C#N)cc1 | -6% | 0% | -27%
COc1ccc(C2C(C#N)=C(N)N(c3sc4c(c3C#N)CCCC4)C3=C2C(=O)CC(C)(C)C3)cc1 (stereo not drawn) | ? | -21% | -14%
COc1ccc(CNC(=O)c2ccc(CS(=O)(=O)c3ccccc3C)o2)cc1 | 4% | -21% | -8%
Cc1ccc(-c2csc(NC(=O)c3cccc([N+](=O)[O-])c3C(=O)O)n2)cc1 | -2% | -2% | 14%
COc1ccc(OCC(=O)OCC(=O)NCc2ccc(F)cc2)cc1 | 0% | 23% | -2%
CC1CN(C(=O)c2ccccc2OCc2ccc(Cl)cc2Cl)CC(C)O1 (stereo not drawn) | nt | 4% | 12%
CCCNC(=O)OCCC12CC3CC(CC(C3)C1)C2 | 7% | -8% | -2%

Some of the entries so far, field by field:
> Cc1ccc(-c2csc(NC(=O)c3cccc([N+](=O)[O-])c3C(=O)O)n2)cc1
- N370S GC = -2%
- GCN5L2 inh = -2%
- FEN1 inhibitor = 14%
> COc1ccc(OCC(=O)OCC(=O)NCc2ccc(F)cc2)cc1
- N370S GC = 0%
- GCN5L2 inh = 23%
- FEN1 inhibitor = -2%

Next entries follow.
SMILES | N370S GC | GCN5L2 inh | FEN1 inhibitor
CC(C)(Oc1ccc(Cl)cc1)C(=O)OCC(=O)N1CCN(c2ccccc2)CC1 | -6% | -4% | -9%
O=C(CCCSc1nc(-c2ccco2)cc(C(F)(F)F)n1)Nc1ccc2c(c1)OCO2 | ? | nt | -21%
Cc1nnc(NC(=O)c2nc(S(=O)(=O)Cc3ccccc3)ncc2Cl)s1 | 1% | -9%&-10% | 11%&-12%
COc1ccc(OC)c(S(=O)(=O)NCCC2=CCCCC2)c1 | -10% | 1% | -19%
Cc1c2cnn(-c3ccccc3)c(=O)c2c(C)n1CC(=O)N1CCN(c2ccc(F)cc2)CC1 | nt | 0% | -14%
COC(=O)C1C2C=CC3(CN(CCc4ccccc4)C(=O)C13)O2 (stereo not drawn) | 6% | 1% | 1%
Cn1c(CNC(=O)C(Cc2ccccc2)NC(=O)c2cccc(F)c2)cc(=O)n(C)c1=O (stereo not drawn) | 3% | -18% | 18%
CCOc1ccc(OCC)c(NC(=O)CN2CCN(C(=O)c3ccco3)CC2)c1 | -1% | -3% | -1%
Cc1ccc(S(=O)(=O)N2CC3CCCC2C3)cc1 (stereo not drawn) | ? | -5% | 0%
CSc1ncccc1C(=O)NCCc1ccc(S(N)(=O)=O)cc1 | -5% | -8% | 14%

Just GCN5L2 inh and FEN1 inhibitor, for some of the entries so far:
Compound	GCN5L2 inh	FEN1 inhibitor
Cc1c2cnn(-c3ccccc3)c(=O)c2c(C)n1CC(=O)N1CCN(c2ccc(F)cc2)CC1	0%	-14%
COC(=O)C1C2C=CC3(CN(CCc4ccccc4)C(=O)C13)O2 (stereo not drawn)	1%	1%
Cn1c(CNC(=O)C(Cc2ccccc2)NC(=O)c2cccc(F)c2)cc(=O)n(C)c1=O (stereo not drawn)	-18%	18%
CCOc1ccc(OCC)c(NC(=O)CN2CCN(C(=O)c3ccco3)CC2)c1	-3%	-1%
Cc1ccc(S(=O)(=O)N2CC3CCCC2C3)cc1 (stereo not drawn)	-5%	0%
CSc1ncccc1C(=O)NCCc1ccc(S(N)(=O)=O)cc1	-8%	14%

New compounds follow:
SMILES | N370S GC | GCN5L2 inh | FEN1 inhibitor
Cc1ccc(CNC(=O)c2cc3c(=O)n(C)c4ccccc4c3n2C)cc1 | 0% | -1% | -9%
Cc1ccc(NC(=O)Cn2c(=O)n(CCC(=O)NCCc3ccccc3)c(=O)c3ccccc32)cc1 | nt | -5% | -4%
Cc1ccc(S(=O)(=O)N2CCN(c3ccc4nnc(-c5ccccc5)n4n3)CC2)cc1 | 7% | -2% | -14%
O=C(NNC(=O)c1cccs1)c1cccc(F)c1 | -16% | -2% | 2%
O=S(=O)(NCC1CCCO1)c1cc(Br)c(Br)s1 (stereo not drawn) | 0% | -3% | -7%
COCCN(C(=O)c1ccccc1F)c1nc(-c2ccc(OC)cc2)cs1 | 16% | -17% | -13%
O=C(COC(=O)C1CCN(S(=O)(=O)c2cccs2)CC1)c1ccccc1 | -4% | -15% | -2%
CN(Cc1ccccc1)C(=O)COC(=O)COc1ccc(C#N)cc1 | -4% | -6% | -3%
CC(=O)N(Cc1ccccc1)c1ccccc1C(=O)O | 9% | -4% | 13%
CC1CCCC(C)N1CCNC(=O)Nc1ccc(Cl)cc1 (stereo not drawn) | 2% | -2% | -16%

Three entries already listed, arranged by their value in FEN1 inhibitor, high to low.
SMILES | N370S GC | GCN5L2 inh | FEN1 inhibitor
O=C(NNC(=O)c1cccs1)c1cccc(F)c1 | -16% | -2% | 2%
O=C(COC(=O)C1CCN(S(=O)(=O)c2cccs2)CC1)c1ccccc1 | -4% | -15% | -2%
Cc1ccc(CNC(=O)c2cc3c(=O)n(C)c4ccccc4c3n2C)cc1 | 0% | -1% | -9%

The list continues.
SMILES | N370S GC | GCN5L2 inh | FEN1 inhibitor
C/C(CC(=O)Nc1ccc2c(c1)OCCO2)=N\NC(=O)c1ccccc1F | -5% | -4% | 7%
NC(=O)c1ccsc1NC(=O)CSc1nnc(Nc2ccccc2)s1 | 4% | 3% | ?
O=C(OCCCN1CCOCC1)c1ccc(O)c(O)c1 | -1% | -3% | 16%
Fc1ccccc1C1c2cccn2CCN1C(=S)Nc1ccc(Br)cc1 (stereo not drawn) | 13% | -11% | -2%
Oc1c(C=Nc2ccccc2)sc(=S)n1Cc1ccccc1 | 21% | -1% | 7%
N#Cc1c(-c2cccnc2)cc(-c2ccccc2)nc1N | ? | 1% | 12%
CCOC(=O)c1c(NC(=O)COC(=O)c2cccnc2OCC)sc(C(=O)N(CC)CC)c1C | nt | -4% | -4%
Cc1nn(C(C)C(=O)NCc2ccc(OC(C)C)cc2)c(=O)c2c1sc1ccccc12 (stereo not drawn) | nt | -9% | ?
O=C(NC(=S)Nc1cccc(C(F)(F)F)c1)c1ccc2nonc2c1 | -20% | -5% | ?
O=C(CN1CCN(C(=O)c2cncn2-c2ccccc2)CC1)Nc1ccccc1Cl | nt | 3% | 2%

Whole records from above. Order of screens: N370S GC	GCN5L2 inh	FEN1 inhibitor
Fc1ccccc1C1c2cccn2CCN1C(=S)Nc1ccc(Br)cc1 (stereo not drawn) across the screens: 13%	-11%	-2%
N#Cc1c(-c2cccnc2)cc(-c2ccccc2)nc1N across the screens: ?	1%	12%
O=C(NC(=S)Nc1cccc(C(F)(F)F)c1)c1ccc2nonc2c1 across the screens: -20%	-5%	?

Remaining list, next part.
SMILES | N370S GC | GCN5L2 inh | FEN1 inhibitor
N=c1c(S(=O)(=O)c2ccc(Cl)cc2)cc2c(=O)n3ccccc3nc2n1CC1CCCO1 (stereo not drawn) | 10% | 4% | -10%
CN1C(=O)/C(=C\c2cc(Br)cs2)c2ccccc21 | -5% | -2% | -21%
CCc1nnc(NC(=O)c2ccc3ccccc3n2)s1 | 9% | -7% | -3%
O=C(O)c1ccc(N2C(=O)C3C4c5ccccc5C(Br)(c5ccccc54)C3C2=O)cc1 (stereo not drawn) | -1% | 0% | -7%
Cc1nn(C)c(=O)c(N)c1-c1cc(-c2ccc(Cl)c(Cl)c2)n[nH]1 | -2% | -3% | -16%
CCC(=O)OCC(=O)Nc1ccc([N+](=O)[O-])cc1OC | -5% | -14% | 0%
O=C(NCc1ccc2c(c1)OCO2)Nc1ccc([N+](=O)[O-])cc1 | -16% | -6% | 19%
O=C(c1ccccc1Br)N1N=C(c2ccccc2)CC1c1ccccc1F (stereo not drawn) | ? | -9% | -18%
Cc1ccc(OCCNC(=O)Cn2cnc3c(=O)n(C)c(=O)n(C)c32)cc1C | 3% | -7% | -2%
CCc1ccc(OC(C)C(=O)N(Cc2ccccc2)C2CCS(=O)(=O)C2)cc1 (stereo not drawn) | -3% | -1% | -2%

(further entries)
SMILES | N370S GC | GCN5L2 inh | FEN1 inhibitor
COc1cc(=O)[nH]c(SC(C)C(=O)Nc2cccc3ccccc23)n1 (stereo not drawn) | -5% | -3% | 1%
O=[N+]([O-])c1cc(/C=N\Nc2nccs2)ccc1O | -4% | ? | nt
COc1ccccc1N1CCN(C(=O)CSc2n[nH]c(-c3ccccc3)n2)CC1 | nt | -7% | -6%
COC(=O)c1sccc1N/N=C/c1cccc(OC)c1O | 14% | -3% | -6%
O=C(COc1ccccc1)N(Cc1cccs1)C1CCS(=O)(=O)C1 (stereo not drawn) | 1% | -9% | -8%
CCC1(C)Cc2ccccc2C(Nc2c(C)n(C)n(-c3ccccc3)c2=O)=N1 (stereo not drawn) | -1% | -3%[0.501 µM] | 0%

Rows are unselected; about 0.54% have a hit in one of these screens.
